Screening data: PubChem, The Scripps Research Institute Molecular Screening Center
TTR transcr act: TTR transcription activators in neuroblastoma reporter cells, primary screen, cell-based, luminescence, SH-SY5Y, TTR promoter Gaussia luciferase; 100% = recombinant luciferase protein wells; activation, % at 16.7 µM; 92,000 compounds, 1.3% hits;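 active = activation above the mean of all tested compounds plus 3 SD, cut at about 9.5% in these data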;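 note: cells exposed to compounds for one day before reading; 0% = median of all test compound wells on the plate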
Active calls of the source: *.

SMILES	TTR transcr act
O=C(NC(=S)NCc1ccco1)c1ccccc1[N+](=O)[O-]	2.5
O=C(O)C(Oc1ccc2c3c(c(=O)oc2c1)CCC3)c1ccccc1 (stereo unspecified)	0.3
CCCNC(=O)C1(C)CCN(Cc2csc(-c3ccc(Cl)cc3)n2)C1 (stereo unspecified)	1.9
O=C(CCCN1C(=O)/C(=C/c2cccs2)SC1=S)NNC(=O)c1cccnc1	1.2
O=S(=O)(c1ccc(Cl)cc1)n1ccc2cccnc21	0.1
O=C(NCC(=O)N(CC1CCCO1)C(C(=O)NC1CCCCC1)c1ccccc1)c1ccco1 (stereo unspecified)	2.7
CCN1CCN(Cc2ccc(OC)c(OCc3ccccc3)c2)CC1	-0.2
O=C(COC(=O)c1ccccn1)Nc1nc(-c2ccccc2)cs1	0.0
CC(=O)c1ccc(N2CCN(C(=O)c3ccc(-c4ccccc4)cc3)CC2)cc1	-0.9
O=C(CNc1ccc(C(F)(F)F)cc1[N+](=O)[O-])OCC(=O)c1ccccc1	-4.8
C[C@@H]1CN([C@@H](C)CO)C(=O)c2cccc(NC(=O)Nc3cccc4ccccc34)c2O[C@H]1CN(C)S(=O)(=O)c1ccc(Cl)cc1	0.1
Cc1cscc1NC(=O)/C=C/C(=O)O	-1.0
CCOc1cc2c(cc1/C=C(/C#N)c1ccc(C(=O)O)cc1)OCO2	2.3
C[C@@H]1CN([C@@H](C)CO)S(=O)(=O)c2ccc(Br)cc2O[C@@H]1CN(C)C(=O)c1ccccn1	0.1
Cc1ccc2nc(-c3ccccc3Cl)cc(C(=O)Nc3cc(C)on3)c2c1	-2.8
CCOc1ccc(C(=O)NCC(=O)N2CCN(c3ccc(C(F)(F)F)cn3)CC2)cc1	0.7
CC1=C(C(=O)N(C(C)C)C(C)C)CC(CC(=O)NC2CC2)C(=O)N1CCCN1CCCC1=O (stereo unspecified)	-0.2
CCOC(=O)C1CCN(Cc2c(O)c3ccccc3oc2=O)CC1	-1.3
O=C(O)c1ccc(N/N=C/c2ccc3nccnc3c2)cc1	5.3
CN(C)c1nc(NCc2ccccc2)nc(N/N=C/c2ccc(Br)cc2)n1	0.9
CCc1nc2ccc(C(=O)N(C)Cc3ccco3)cn2c1N(CC)C(=O)NCCc1ccccc1	2.8
C[C@@H]1CN([C@@H](C)CO)C(=O)CCCn2nncc2CO[C@H]1CN(C)C(=O)NC1CCCCC1	3.0
CC(C)C(NC(=O)c1ccccc1)C(=O)OCc1cc([N+](=O)[O-])cc2c1OCOC2 (stereo unspecified)	2.4
COc1ccccc1N1CCN(C(=O)c2cc(-c3cccs3)on2)CC1	-1.2
O=C(CSC1=NCCS1)N1CCN(c2ccccc2)CC1	-0.2
CCOC(=O)c1[nH]c2ccccc2c1NC(C)=O	-1.0
CCOC(=O)Cn1c(=O)cnc2ccccc21	0.9
CCCCCc1cccnc1	1.3
CCn1cc(C(=O)OCC(=O)Nc2ccccc2OC(F)F)c(=O)c2ccc(C)nc21	1.0
O=C(Nc1ccc(Cl)cc1)N1CCCN(Cc2ccccc2F)C1	0.7

16 consecutive records from above, for reference:
SMILES	TTR transcr act
Cc1cscc1NC(=O)/C=C/C(=O)O	-1.0
CCOc1cc2c(cc1/C=C(/C#N)c1ccc(C(=O)O)cc1)OCO2	2.3
C[C@@H]1CN([C@@H](C)CO)S(=O)(=O)c2ccc(Br)cc2O[C@@H]1CN(C)C(=O)c1ccccn1	0.1
Cc1ccc2nc(-c3ccccc3Cl)cc(C(=O)Nc3cc(C)on3)c2c1	-2.8
CCOc1ccc(C(=O)NCC(=O)N2CCN(c3ccc(C(F)(F)F)cn3)CC2)cc1	0.7
CC1=C(C(=O)N(C(C)C)C(C)C)CC(CC(=O)NC2CC2)C(=O)N1CCCN1CCCC1=O (stereo unspecified)	-0.2
CCOC(=O)C1CCN(Cc2c(O)c3ccccc3oc2=O)CC1	-1.3
O=C(O)c1ccc(N/N=C/c2ccc3nccnc3c2)cc1	5.3
CN(C)c1nc(NCc2ccccc2)nc(N/N=C/c2ccc(Br)cc2)n1	0.9
CCc1nc2ccc(C(=O)N(C)Cc3ccco3)cn2c1N(CC)C(=O)NCCc1ccccc1	2.8
C[C@@H]1CN([C@@H](C)CO)C(=O)CCCn2nncc2CO[C@H]1CN(C)C(=O)NC1CCCCC1	3.0
CC(C)C(NC(=O)c1ccccc1)C(=O)OCc1cc([N+](=O)[O-])cc2c1OCOC2 (stereo unspecified)	2.4
COc1ccccc1N1CCN(C(=O)c2cc(-c3cccs3)on2)CC1	-1.2
O=C(CSC1=NCCS1)N1CCN(c2ccccc2)CC1	-0.2
CCOC(=O)c1[nH]c2ccccc2c1NC(C)=O	-1.0
CCOC(=O)Cn1c(=O)cnc2ccccc21	0.9

Going on with the list:
SMILES	TTR transcr act
COc1cc(C)ccc1OCCCCNCc1ccccc1	1.1
CN(C(=O)c1cccc(NC(=O)Cc2ccc(NC(=O)C3CCCN(C(=O)C4CCCCC4)C3)cc2)c1)C1CCCC1 (stereo unspecified)	0.5
CCC(=O)Nc1cc2c3c(c1)CCN3C(=O)CC2	0.1
COC(=O)Cc1c(C)c2ccc(O)c(CNCc3ccc(OC)c(OC)c3)c2oc1=O	0.2
COCCNC(=O)CSc1nc2cc(OC)c(OC)cc2c(=O)n1CCc1ccc(S(N)(=O)=O)cc1	-0.5
Cc1cccc(C)c1NCc1nnc(SCC(=O)Nc2nc(-c3ccccc3)cs2)n1-c1ccccc1	3.6
CCN(CC)CCCN=C(N)N	-0.9
CC(C)(C)C(=O)NC(=O)Nc1ccccc1C(F)(F)F	0.6
CCN(CC)S(=O)(=O)c1ccc(C(=O)NCCCN=C2NS(=O)(=O)c3ccccc32)cc1	0.2
Cc1ccc(S(=O)(=O)NN=CC2(c3ccccc3)CC2)cc1	1.1
CCOC(=O)C1C2C=CC3(CN(Cc4ccco4)C(=O)C13)O2 (stereo unspecified)	1.3
C[C@@H]1C(=O)O[C@@H]2CC34[C@H]5C[C@@H](C(C)(C)C)C36[C@H](OC(=O)[C@@H]6O)OC4(C(=O)O5)[C@@]12O (stereo partly specified)	23*
NC(=O)C1CCN(c2nc(-c3ccc(N)cc3)cs2)CC1	1.4
CC(C)(O[C@@H]1O[C@H](CO)[C@@H](O)[C@H](O)[C@H]1O)[C@@H]1CC=C(C(=O)O)CC1	1.1
COc1ccc([C@H]2N[C@]3(CCCN(Cc4ccc(Br)cc4)C3=O)[C@H]3C(=O)N(C)C(=O)[C@@H]23)cc1	3.3

Two of the compounds above, bar-delimited:
canonical_smiles | TTR transcr act
CCN(CC)CCCN=C(N)N | -0.9
CC(C)(C)C(=O)NC(=O)Nc1ccccc1C(F)(F)F | 0.6

(further entries)
SMILES	TTR transcr act
CS(=O)(=O)N(Cc1ccc(C(=O)Nc2ccccc2Sc2ccccc2)cc1)c1ccccc1	2.0
CCn1nnc(-c2ccccc2NC(=O)c2cc(OC)c(OC)c(OC)c2)n1	0.8
Brc1ccc(CSc2nnc3ccccn23)cc1	0.3
Cc1ccc([N+](=O)[O-])c(OCCCNCC(C)O)c1 (stereo unspecified)	1.5
COc1cccc(OCCOCCOc2ccc(C)cc2[N+](=O)[O-])c1	5.1
O=C(COc1ccc(S(=O)(=O)N2CCCC2)cc1)NCC1CCCO1 (stereo unspecified)	0.3
Cc1ccc(NC(=O)c2cc(=O)[nH]c3ccccc23)cc1	8.2
O=C(Nc1cccc(F)c1)c1ccc(S(=O)(=O)N2CCOCC2)cc1	2.8
O=C(Cc1cccc2ccccc12)Nc1ccc(N2CCOCC2)cc1	0.8
Cc1ccc(NC(=O)Nc2ccnc(-c3cccnc3)n2)cc1	-3.0
Cc1ccc(N(C(=O)Cn2nnc(-c3ccc(F)cc3)n2)C(C(=O)NC(C)(C)C)c2ccncc2)cc1 (stereo unspecified)	-0.1
Cc1noc(C)c1CSCC(=O)Nc1nnc(CC(C)C)s1	-1.4
CCC(=O)c1ccc(O)c(OC)c1	-1.4
Cc1ccc(C(=O)NC2CC3CCCC(C2)N3Cc2ccccc2)cc1 (stereo unspecified)	0.8
COc1ccc(NC(=O)[C@@H](NC(=O)c2ccccc2F)C(C)C)cc1S(=O)(=O)N1CCOCC1	0.1
CCN1CCN(C(=O)CN(C)S(=O)(=O)c2ccc(Cl)cc2)CC1	1.1
COc1ccc(-n2nc3c(c2NC(=O)C(C)Cl)CSC3)cc1 (stereo unspecified)	-1.7
COC(=O)[C@]1(C)N[C@H](CN(C)C(=O)Nc2ccc(C)cc2)[C@@H]2C(=O)N(Cc3ccccc3)C(=O)[C@@H]21	1.0
Cc1nc(C(=O)NNC(=O)Nc2ccccc2)cs1	1.3
CC(=O)Nc1cc(NC(C)=O)cc(C(=O)NC(C)(C)C)c1	-0.6
O=C1CCC/C(=N/Nc2ccc(Cl)cc2)C1	-2.3
COC(=O)c1cc(=O)[nH]c(SCc2cccc(C)c2)n1	1.2
Cn1c(=O)cc(SCC(=O)N2CCN(C3CCCCC3)CC2)c2ccccc21	3.4
COc1ccc(-n2c(SCC(=O)NCc3ccco3)nc3c([nH]c4ccccc43)c2=O)cc1	-0.4
O=C(Cn1nnc(-c2ccc(Cl)cc2)n1)NC1CCS(=O)(=O)C1 (stereo unspecified)	4.5
CC(C)n1nnnc1SCC(=O)N(C)C1CCS(=O)(=O)C1 (stereo unspecified)	0.2
CCOC(=O)c1cc2c(=O)n3cccc(C)c3nc2n(CC(C)C)c1=NC(=O)c1ccco1	5.3
Cc1ccc(SCC(=O)c2ccc(CC(=O)O)s2)cc1	-0.5
COc1ccc(C2=NN(c3nc4ccccc4s3)C(=O)/C2=C\N(C)C)cc1	-0.9
COc1ccc(C(=O)NCCCNC(=O)c2cnccn2)cc1	1.7
CCC(=O)Nc1ccc2c(c1)nc1n2CCSC1	-1.0
OCC(O)CN(c1ccccc1)c1ccccc1 (stereo unspecified)	-1.1
O=C(/C=C\c1cccs1)N1CCN(Cc2ccc3c(c2)OCO3)CC1	-1.2
CSC1=N/C(=C\c2ccc3c(c2)OCO3)C(=O)S1	5.0
COc1cc(C(=O)NCC(=O)NCC(c2ccco2)N2CCCCC2)cc(OC)c1OC (stereo unspecified)	2.3
C=CCn1c(N/N=C/c2ccc(O)cc2)nc2ccccc2c1=O	-0.3
COc1ccccc1NC(=O)N(C)C[C@H]1OCc2cnnn2CCCC(=O)N([C@H](C)CO)C[C@@H]1C	0.7
O=C(NCCc1c[nH]c2ccccc12)OCc1cn(Cc2cccc(Cl)c2)nn1	-0.8
O=C(Nc1ccc(F)cc1)C(c1ccccc1)N1CCN(C(=O)c2ccco2)CC1 (stereo unspecified)	2.0
CCOc1ccc(S(=O)(=O)c2c(C(=O)c3ccccc3)cnc3cc4c(cc23)OCCO4)cc1	0.5
CC(C)c1ccc(/C=C(\NC(=O)c2ccccc2)C(=O)NCCCn2ccnc2)cc1	-0.4
O=C(Nc1cccnc1)c1ccc(S(=O)(=O)N2CCCCCC2)cc1	0.8
N#Cc1cccc(Cn2ccc3ccc(-c4ccc5ccn(Cc6ccccc6)c5c4)cc32)c1	-0.8
Cc1cc(C)c(C)c(S(=O)(=O)N2CCC(C(=O)NCCCN3CCCC3=O)CC2)c1C	-2.3
Clc1ccc(-c2ncc3ccccn23)cc1	7.7
CC1(OC(=O)c2cccs2)C(=O)C=C2C=C(C3CC3)OC=C2C1=O (stereo unspecified)	-0.9
Cc1c(C(=O)NNC(=O)Nc2ccc([N+](=O)[O-])cc2)oc2ccccc12	-0.7
COc1ccc(C(=O)N2CCN(c3ccccn3)CC2)cc1[N+](=O)[O-]	3.8
CCOC(=O)c1cn2nc(Oc3ccc(NC(C)=O)cc3)ccc2n1	-0.5
Cc1ccc(NC(=O)COC(=O)/C=C/c2cccc(Cl)c2)cc1S(=O)(=O)N1CCOCC1	0.7
Cc1cc(NC(=O)CN(C)S(=O)(=O)c2cccc(Cl)c2)no1	0.9
Cc1ncc(S(=O)(=O)c2ccccc2)c(-c2ccccc2Cl)n1	-0.7
CC(=O)NC(Cc1ccc(C(C)C)cc1)C(=O)NC1CCN(C(=O)c2cccc(C)c2)CC1 (stereo unspecified)	1.8
O=C(C[C@H]1C/C=C\C[C@H](Cc2ccc(F)cc2)C(=O)O[C@@H](c2ccccc2)CNC1=O)NCCO	5.7
CC(=O)C1C(c2ccc(O)cc2)NC(=O)NC1(O)C(F)(F)F (stereo unspecified)	5.6
CN(C)[C@H]1CCN([C@H]2CS(=O)(=O)N[C@@H]2COCc2ccccc2)C1	0.6
CCC(C)c1ccc2oc(-c3ccc(NC(=O)Cn4cnc5c(=O)n(C)c(=O)n(C)c54)cc3)nc2c1 (stereo unspecified)	6.1
COc1ccccc1/C=C/C(=O)N1CCC(c2ccccc2)C1 (stereo unspecified)	1.5
CCN(CC)C(=O)[C@H]1CC(CC(=O)NCCCOC)C(=O)N2CCc3c([nH]c4ccccc34)[C@]12C (stereo partly specified)	0.4
COc1cccc(NC(=O)NC2CCCCN(Cc3ccccc3C)C2=O)c1 (stereo unspecified)	-2.9
Later entries.
SMILES	TTR transcr act
O=C(O)c1ccc2c(=O)[nH]c(CN3CCOCC3)nc2c1	-0.3
CN(C)CCC1CCN(c2cc(C#N)c(C#N)cc2[N+](=O)[O-])CC1	8.1
O=C(NCCCNC(=O)c1cnccn1)c1ccc(Cl)cc1	4.4
CCC(C)NC(=O)c1ccccc1-c1ccccc1C(=O)NC(C)CC (stereo unspecified)	0.2
Cn1c(NC(=O)Cc2cccc3ccccc23)cc(=O)n(C)c1=O	0.3
Cc1cc(C)nc(N2C(=O)CC(Cc3ccc(Cl)cc3)C2=O)n1 (stereo unspecified)	0.7
Cc1cccc(N2CCN(C(=O)CSc3ccc4c(c3)OCCO4)CC2)c1C	5.2
CCc1nnc(NC(=O)/C=C/c2ccco2)s1	-0.8
O=S(=O)(NCc1ccco1)c1ccc(Cl)s1	2.7
COc1ccccc1N1CCN(C2CCN(C(=O)COc3ccccc3)CC2)CC1	-0.5
COCCN(CCOC)S(=O)(=O)c1ccc(C(=O)Nc2nnc(COC)o2)cc1	-0.8
COc1ccccc1CN1[C@@H](CC(C)=O)c2cc(C(F)(F)F)ccc2S1(=O)=O	-0.8
COc1ccc(S(=O)(=O)NCCC(=O)NC2CCCCCCC2)cc1	0.3
Cc1cc(OCC#N)nc(N)n1	1.6
C/C(=N\Nc1ccc(Cl)c(C(=O)O)c1)c1ccc2c(c1)OCO2	-0.1
CC(=O)Nc1sc2c(c1-c1nc3ccccc3s1)CCCN(C(C)C)C2	0.6
O=C(N=Nc1c(O)[nH]c2ccc([N+](=O)[O-])cc12)c1cc(-c2ccccc2Cl)nc2ccccc12	6.2

This is a subset, so the mix of outcomes need not match the whole.
